Bioassay records as filed in PubChem BioAssay.
POLB inh – blocks human DNA polymerase beta activity | Pol beta primer extension/strand displacement, fluorescence kinetic | P06746 | 340,000 tested, 1.3% active | Potency, µM (highest dose often 114 µM), without a hit: at the highest dose activity change, negative = inhibition, usual class: inhibitors; note: potency is the fitted concentration of half-maximal effect; % is set by controls: 0 for no effect and ±100 for the full control effect
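Pol beta (10 nM) was preincubated with compound for 15 min at room temperature. The reaction was then started with 50 nM substrate and read immediately and after a further 10 min at room temperature.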
POLH inh – inhibitors of human DNA polymerase eta | recombinant Pol eta, fluorescent DNA replication assay | Potency, µM (top dose mostly 114 µM), for the others: at the top dose activity change, negative = inhibition, usual class: inhibitors | 390,000 tested, 1.2% active; note: potency is the fitted concentration of half-maximal effect; % is set by controls: 0 for no effect and ±100 for the full control effect
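Pol eta (10 nM) was preincubated with compounds for 15 min at room temperature, after which fluorescent replication substrate (50 nM final) was added to start the reaction. Fluorescence was read kinetically at 0 and 10 min.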
LDHA block – inhibitors of human lactate dehydrogenase A | activity change, % (values are at about 110 or 230 µM) | 480,000 tested, 0.15% active | purified LDHA, NADH/diaphorase-resazurin fluorescence; active compounds read low | P00338; in the data active = activity change below about -30%; inconclusive = mostly about -25% to -30%;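 note: plate controls were DMSO wells for no effect and wells without enzyme for full effect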
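Resorufin fluorescence (ex540/em590), read at 0 and 20 min after diaphorase/resazurin addition, reports the NADH left after a 5 min room-temperature reaction of 2 nM human LDH5 with 0.06 mM NADH and 0.2 mM pyruvate.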
ALOX12 inh – blocks human arachidonate 12S-lipoxygenase | 580,000 tested, 1.1% active | Potency, µM (series often up to 108 µM), inactives show top-dose activity change, negative = inhibition, most hits filed as inhibitors | AID 1671190 | purified 12hLO, xylenol orange hydroperoxide absorbance; note: potency is the fitted concentration of half-maximal effect; % is set by controls: 0 for no effect and ±100 for the full control effect
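Purified human 12hLO (150 nM final) in 25 mM Hepes, 0.01% Triton X-100, pH 7.0 was preincubated 15 min at room temperature with compound. Then 40 uM arachidonic acid was added, 30 min. Hydroperoxide was read by Fe-XO absorbance ratio 573/405 nm.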
RGS4 inh – blocks human RGS4-accelerated GTP hydrolysis. Potency, µM (series often up to 114 µM), for inactives: top-dose activity change, negative = inhibition, actives largely listed as inhibitors. 390,000 tested, 0.039% active. Transcreener GDP fluorescence polarization, RGS4-accelerated GTP hydrolysis. AID 504845; note: potency is the fitted concentration of half-maximal effect; % is set by controls: 0 for no effect and ±100 for the full control effect; nearly all actives have a fitted effect of over 75% in size; some results filed as inactive show a strong effect at the top dose
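MLSMR compounds (23 nl, pin-transferred) preincubated 10 min at room temperature with a 500nM (2x) first reagent, then RGS4 at 900nM (2x) plus Transcreener GDP mix added; fluorescence polarization (620/688 nm) read before and after 90 min at 30 °C.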
APEX1 inh – blocks human APE1 abasic DNA cleavage. AID 2517. Potency, µM (doses to about 65.8 µM), for the others: at the top dose activity change, negative = inhibition, hits mostly inhibitors. recombinant APE1, TAMRA/BHQ-2 abasic DNA cleavage fluorescence. 350,000 tested, 0.35% active;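 note: potency is the fitted concentration of half-maximal effect; plate controls were vehicle for no effect and reference inhibitor for full effect; nearly all actives have a fitted effect of over 55% in size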
Target sequence (P27695 whole entry, looked up): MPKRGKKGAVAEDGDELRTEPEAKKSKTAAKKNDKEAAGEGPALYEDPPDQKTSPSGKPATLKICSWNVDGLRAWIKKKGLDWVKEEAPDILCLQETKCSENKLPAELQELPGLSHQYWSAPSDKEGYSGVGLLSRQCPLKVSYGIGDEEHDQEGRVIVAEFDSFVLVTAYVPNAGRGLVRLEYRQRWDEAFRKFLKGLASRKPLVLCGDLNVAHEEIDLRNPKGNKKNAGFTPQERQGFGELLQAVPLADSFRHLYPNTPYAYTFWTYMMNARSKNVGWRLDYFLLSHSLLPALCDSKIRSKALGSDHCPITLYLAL
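Substrate: short duplex with […] THF abasic site, 5'-TAMRA and 3'-BHQ-2, 50 nM final. APE1 at 0.75 nM, preincubated 15 min RT with compound. Fluorescence increase from first to third read measured activity.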
Anesthetic bind – binds horse apoferritin like a general anesthetic; P02791; AID 485281; 350,000 tested, 0.074% active; apoferritin/1-aminoanthracene competitive binding, fluorescence; Potency, µM (top dose mostly 77.5 µM), for inactives: at the highest dose activity change, negative = displacement, usual class: inhibitors; note: potency is the fitted concentration of half-maximal effect; % is set by controls: 0 for no effect and ±100 for the full control effect; nearly all actives have a fitted effect of over 20% in size
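Read-out: endpoint 1-AMA fluorescence, excitation 380 nm and emission 535 nm, after compounds sit 10 min at room temperature with 10 uM horse-spleen apoferritin in 50% saturated 1-AMA/PBS. Values come from four-parameter Hill fits.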
POLK inh – blocks human DNA polymerase kappa activity; 400,000 tested, 0.53% active; purified Pol kappa, fluorescent DNA synthesis assay, 10 min; AID 588579; Potency, µM (top dose mostly 107 µM), without a hit: at the highest dose activity, negative = inhibition, hits mostly inhibitors; note: potency is the fitted concentration of half-maximal effect; % is set by controls: 0 for no effect and ±100 for the full control effect
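Readout: fluorescence, taken kinetically at 0 and 10 min. Conditions: 10 nM Pol kappa, 15 min RT compound preincubation, 50 nM substrate final. Controls: enzyme-free buffer wells.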
ERG-DNA inh – blocks human ERG Ets domain binding to DNA. Potency, µM (highest dose often 76.9 µM), for inactives: at the highest dose FP activity, negative = inhibition, usual class: inhibitors. 370,000 tested, 0.028% active. fluorescence polarization, His-ERG Ets domain / labelled DNA; active = well fitted inhibition curve with a large enough effect in the polarisation, with a control signal flat; inconclusive = small, poorly fitted or top-dose-only effect, or effect the other way, or a change in a side signal; inactive = no such curve, though single readings can be large or run the other way; the % refers to the polarisation;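 note: polarization taken with two DNA probes labelled with fluorescein and Texas red; potency is the fitted concentration of half-maximal effect; % of control where 0% means no effect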
Target sequence (P11308 whole entry, looked up, the tested form may be a part): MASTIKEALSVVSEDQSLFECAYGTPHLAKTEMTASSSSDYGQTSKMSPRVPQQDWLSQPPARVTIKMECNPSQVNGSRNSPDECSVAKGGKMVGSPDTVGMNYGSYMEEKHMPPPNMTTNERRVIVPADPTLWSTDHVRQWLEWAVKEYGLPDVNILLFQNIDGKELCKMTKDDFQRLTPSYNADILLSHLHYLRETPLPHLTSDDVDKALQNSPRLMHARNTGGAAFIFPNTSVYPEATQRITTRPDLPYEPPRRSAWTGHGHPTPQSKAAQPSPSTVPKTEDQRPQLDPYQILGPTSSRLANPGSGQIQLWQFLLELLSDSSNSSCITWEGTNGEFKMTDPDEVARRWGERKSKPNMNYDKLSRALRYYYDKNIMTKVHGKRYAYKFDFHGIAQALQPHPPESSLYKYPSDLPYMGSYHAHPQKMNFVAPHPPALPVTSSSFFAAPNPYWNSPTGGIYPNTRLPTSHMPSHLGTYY
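His-tagged ERG Ets domain (1 uM in the protein solution; 300mM KCl, 50mM Tris-HCl, 1mM EDTA, 1mM DTT, pH 7.5) received compound, then a probe mix of 5 nM fluorescein-DNA and 100nM Texas-615-DNA. Fluorescence polarization was read for both dyes.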
* marks the source's active call; other numbers are inactive results; u = inconclusive; x = no result given; [ ] = dose if it differs, or a comment. Unless noted, calls come from the whole dose curve; as a rule, active = well fitted curve in the direction sought with a large enough effect; inconclusive = small, poorly fitted or top-dose-only effect, or another doubt; inactive = no such curve, though single readings can be large; an effect the other way counts as inactive or inconclusive.

1: CN(Cc1cn(C)nc1-c1cccc(Cl)c1)C1CCOCC1
2: CN1CCN(NC(=O)c2cc(S(=O)(=O)Nc3ccc(Cl)cc3)ccc2Cl)CC1
3: CCSc1nc2c(sc3ccccc32)c(=O)n1C(C)C
4: Cc1ccc(C)c(OCCC(=O)OCC(=O)NNC(=O)c2ccccc2)c1
5: c1cc(CNC2=NCCCCC2)ccn1
6: O=C(COC(=O)c1cc(Br)ccc1O)Nc1cccnc1Cl
7: CC(=O)c1ccc(OC(C)C(=O)Nc2cccc(S(=O)(=O)NCc3ccco3)c2)cc1 (centres undefined)
8: CNC(=O)COC(=O)[C@@H](Nc1ccc(S(=O)(=O)N2CCOCC2)cc1[N+](=O)[O-])C(C)C
9: CC1(c2nnc(-c3ccc(Cl)cc3)o2)CC(c2ccc(Cl)cc2)=NO1 (centres undefined)
10: Cc1ccc(C2CC(=O)NC3=C2C(=O)CCC3)cc1Br (centres undefined)

compound no. | 1 | 2 | 3 | 4 | 5 | 6 | 7 | 8 | 9 | 10
POLK inh | 3% | -8% | -3% | -1% | -2% | -10% | -2% | -8% | -5% | 4%
POLH inh | -9% | -15% | -5% | -12% | -8% | -13% | -24% | -15% | -11% | -13%
ALOX12 inh | -8% | -19% | 0% | 12% | u | -2% | -11% | 3% | u | 0%
POLB inh | -2% | -13% | 2% | x | -2% | x | x | 2% | 17% | 1%
RGS4 inh | 14% | 8% | -8% | 4% | -10%[56.9 µM] | -15% | -28% | -2% | -10% | 24%
LDHA block | 4 | -10 | 2 | -1 | 2 | -2 | -2 | 3 | -4 | 0
APEX1 inh | 15% | 4% | 4% | -14% | -6% | 8% | 3% | 5% | 11% | -1%
ERG-DNA inh | -1% | 3% | 3% | 5% | 5% | -13% | -4% | 3% | -9% | -7%
Anesthetic bind | -4% | -6% | -9% | x | -12% | x | x | -8% | 5% | -22%

11: CCn1c(C)nc2cc(C(=O)NN=Cc3ccccc3OC(F)F)ccc21
12: O=C(Cn1cc(COc2ccc3ccc(=O)oc3c2)nn1)c1ccc(O)cc1
13: CCc1nc(SCc2ccc(OC)cc2)n[nH]1
14: Cc1ccccc1OCCSc1nc2ncnc(N)c2[nH]1
15: CC(=O)c1c(N2CCN(C(=O)c3ccco3)CC2)nc(=S)n(-c2ccccc2)c1C
16: COc1ccc(CSc2n[nH]c(C)n2)cc1Br
17: COC(=O)c1c(NC(=O)C2CC2)sc(C(=O)Nc2ccccc2)c1C
18: COc1ccc(N2C(=O)CC(N3CCC(O)(c4cccc(C(F)(F)F)c4)CC3)C2=O)cc1 (centres undefined)
19: CCOc1ccc(/C(O)=C2\C(=O)C(=O)N(c3ccc(OC)cc3)C2c2ccccc2[N+](=O)[O-])cc1 (centres undefined)
20: Cc1ccc(N2C(=O)N(CC(=O)Nc3c(C)cc(C)cc3Cl)C(=O)C2C)cc1 (centres undefined)

compound no. | 11 | 12 | 13 | 14 | 15 | 16 | 17 | 18 | 19 | 20
POLK inh | -5% | -41% | -14% | -7% | -4% | -11% | -2% | 6% | 2% | -6%
POLH inh | -13% | -9% | -4% | -19% | -5% | -15% | -23% | 4% | -16% | -9%
ALOX12 inh | 4% | u | 17% | 11% | u | 20% | u | -19% | u | -13%
POLB inh | x | x | -1% | -9% | 11% | 3% | 11% | 12% | -100% | x
RGS4 inh | -17% | -2% | 2% | -10% | 17% | 23% | -36%[56.9 µM] | -26% | u | -14%
LDHA block | -2 | 1 | -10 | -5 | -5 | 1 | -6 | -1 | 17 | -10
APEX1 inh | 11% | x | 12% | 15% | -1% | -4% | -8% | 2% | 1% | 5%
ERG-DNA inh | 20% | 2% | -3% | 7% | -1% | x | 5% | 7% | 2% | -8%
Anesthetic bind | x | x | 0% | -1% | -4% | -19% | -9% | u | -16% | x

A draw from above in order of molecular weight, smallest number first:
17: COC(=O)c1c(NC(=O)C2CC2)sc(C(=O)Nc2ccccc2)c1C
20: Cc1ccc(N2C(=O)N(CC(=O)Nc3c(C)cc(C)cc3Cl)C(=O)C2C)cc1 (centres undefined)
18: COc1ccc(N2C(=O)CC(N3CCC(O)(c4cccc(C(F)(F)F)c4)CC3)C2=O)cc1 (centres undefined)

compound no. | 17 | 20 | 18
POLK inh | -2% | -6% | 6%
POLH inh | -23% | -9% | 4%
ALOX12 inh | u | -13% | -19%
POLB inh | 11% | x | 12%
RGS4 inh | -36%[56.9 µM] | -14% | -26%
LDHA block | -6 | -10 | -1
APEX1 inh | -8% | 5% | 2%
ERG-DNA inh | 5% | -8% | 7%
Anesthetic bind | -9% | x | u

Continuation.
21: O=C(/C=C/c1ccoc1)c1ccccc1O
22: NS(=O)(=O)c1ccc(NC(=O)CSc2ncn[nH]2)cc1
23: COc1ccc(CNc2nc(-c3ccccc3)nn2C(=O)c2cccs2)cc1
24: C[C@H]1COC(=O)[C@H](Cc2ccc(F)cc2)C/C=C\C[C@@H](CC(=O)N(CCO)Cc2ccccc2)C(=O)N1

compound no. | 21 | 22 | 23 | 24
POLK inh | -28% | 0% | -4% | -1%
POLH inh | -18% | -12% | 4% | -5%
ALOX12 inh | 4% | -16% | u | 25%
POLB inh | -25% | -20% | 48% | x
RGS4 inh | -14% | -20% | -26% | 5%
LDHA block | -4 | -3 | -5 | 0
APEX1 inh | -2% | 0% | 21% | -8%
ERG-DNA inh | 15% | -1% | 2% | 9%
Anesthetic bind | -19% | -4% | 3% | x

From compound 19 to 21, copied from above:
19: CCOc1ccc(/C(O)=C2\C(=O)C(=O)N(c3ccc(OC)cc3)C2c2ccccc2[N+](=O)[O-])cc1 (centres undefined)
20: Cc1ccc(N2C(=O)N(CC(=O)Nc3c(C)cc(C)cc3Cl)C(=O)C2C)cc1 (centres undefined)
21: O=C(/C=C/c1ccoc1)c1ccccc1O

compound no. | 19 | 20 | 21
POLK inh | 2% | -6% | -28%
POLH inh | -16% | -9% | -18%
ALOX12 inh | u | -13% | 4%
POLB inh | -100% | x | -25%
RGS4 inh | u | -14% | -14%
LDHA block | 17 | -10 | -4
APEX1 inh | 1% | 5% | -2%
ERG-DNA inh | 2% | -8% | 15%
Anesthetic bind | -16% | x | -19%

An excerpt. The share of hits here may be higher or lower than overall.
